Rab7 wt modul: dog Rab7 wildtype GTP binding, inhibitors and activators; GST-Rab7 beads, fluorescent GTP binding, flow cytometry; actives lie on both sides; untreated = 100%, excess cold GTP = 0%; GTP binding activity (percent of control), % at 10 µM; actives 0.055% (n = 190,000); AID 758;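 active = fluorescent GTP binding to Rab7 beads changed by at least 20 points from the 100% baseline, either direction, mostly lower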;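 note: median green fluorescence of bound Bodipy-FL-GTP per Rab7 bead population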
ABCG2 block: human ABCG2 inhibition, ABCB1 as counter-screen | inhibition, % at 6.6 µM | IgMXP3 cells, JC-1 efflux, flow cytometry | Q9UNQ0 | actives 0.1% (n = 190,000);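 active = inhibition above 80%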;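 note: 0% = DMSO and 100% = nicardipine control wells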
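Test system: IgMXP3 cells (ABCG2) mixed with DDAO far-red-labelled CCRF-Adr cells (ABCB1). Reagent: JC-1 transporter substrate. Compound dosing: single test compound dose, 6.6 µM final. Times: 10 min compound exposure, 25 °C. Detection: flow cytometry of retained JC-1 fluorescence. Read-out basis: efflux inhibition in percent versus controls. Controls: nicardipine and DMSO wells.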
HRas wt GTP: changes GTP binding to wildtype human HRas; P01112; GST-Ras wt beads, Bodipy-FL-GTP binding, flow cytometry; actives lie on both sides; GTP binding activity, % at 10 µM; actives 0.14% (n = 190,000); AID 759;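 active = GTP binding activity at least 20% away from the 100% baseline, either lowered as inhibitor or raised as activator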;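 note: 0% = unlabeled GTP competition control and 100% = no-compound control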
Pf gametocyte: inhibitors of late stage P. falciparum gametocyte viability; P. falciparum stage V gametocytes, ATP luminescence, 24 h; inhibition, % at 10.9 µM; actives 0.065% (n = 150,000);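 active = inhibition above the mean plus 3 SD of compounds within the control limits, set per campaign, cut at about 38% in these data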;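 note: 0% = DMSO wells and 100% = medium only without gametocytes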
Rac1 wt GTP bind: human Rac1 wildtype GTP binding, inhibitors and activators; GST-Rac1 beads, fluorescent GTP binding, flow cytometry; actives lie on both sides; 0 = cold GTP competed, 100 = untreated; GTP binding activity (% of control), % at 10 µM; P63000; actives 0.27% (n = 190,000);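 active = GTP binding activity at least 20 points away from the 100% control level, either lower or higher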
Avidin fluor: compound fluoresces at 488/530 nm on avidin beads. compound fluorescence 488/530 nm, flow cytometry; active compounds read high. fluorescence (KMESF) at 10 µM. actives 0.38% (n = 220,000). AID 1775; in the data active = fluorescence above about 47; note: inactives centre near 10
Rac1 act GTP bind: modulators of GTP binding to human Rac1 activated mutant | P63000 | GST-Rac1 activated beads, fluorescent GTP binding, flow cytometry; actives lie on both sides; 100% means binding = to untreated wells | percent activity (GTP binding), % at 10 µM | actives 0.11% (n = 190,000) | AID 764;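 active = GTP binding at least 20 percentage points away from the 100% baseline, in either direction, so actives lie on both sides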
ABCB1 block: inhibitors of human ABCB1 transporter, ABCG2 counter-screen | P08183 | CCRF-Adr cells, JC-1 efflux, flow cytometry | inhibition, % at 6.6 µM | actives 0.067% (n = 190,000) | AID 1326; in the data active = inhibition above about 40%;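 note: 0% = vehicle and 100% = reference inhibitor; higher value means more JC-1 retained so stronger ABCB1 efflux block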
Mcl1 Noxa PPI: Mcl-1/Noxa interaction inhibition | Q07820 | TR-FRET Mcl-1/Noxa peptide binding, 2 h | inhibition, % at 21.7 µM | actives 1.5% (n = 220,000);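 active = compounds that cut the protein-peptide binding signal by more than 50% relative to plate controls in a single-dose test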;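 note: His-tagged Mcl-1 with rhodamine Noxa BH3 peptide and terbium anti-His antibody; 0% = Mcl-1 plus Noxa peptide wells and 100% = peptide-only wells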
Cdc42 wt GTP: changes GTP binding to wildtype human Cdc42 | P60953 | AID 761 | GST-Cdc42 beads, Bodipy-GTP binding, flow cytometry; actives lie on both sides | percent activity (GTP binding), % at 10 µM | actives 0.2% (n = 190,000);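 active = percent activity GTP binding at least 20 points away from the 100% baseline, either down as inhibitor or up as activator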;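 note: median bead fluorescence of bound Bodipy-FL-GTP at 100 nM; 0% = excess unlabeled GTP control and 100% = no compound control; below 100% means less GTP binding so inhibitor and above means activator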
Rab2A wt mod: changes GTP binding to wildtype dog Rab2A, up or down | P61105 | GST-Rab2 wt beads, Bodipy-GTP binding, flow cytometry | GTP binding activity, % at 10 µM | actives 0.19% (n = 190,000);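 active = GTP binding activity at least 20 points away from 100%, either lowered or raised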;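 note: 0% = beads with excess unlabeled GTP and 100% = no-compound control corrected for plate trend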
* hit, by the source's call; x = no result given. Outcome played no part in choosing rows. About 2.3% of those tested had a hit in this group.

SMILES	Rab7 wt modul	ABCG2 block	HRas wt GTP	Pf gametocyte	Rac1 wt GTP bind	Avidin fluor	Rac1 act GTP bind	ABCB1 block	Mcl1 Noxa PPI	Cdc42 wt GTP	Rab2A wt mod
COCC(C)n1c(SCC(=O)NC(=O)Nc2ccc3c(c2)OCCO3)nc2ccccc2c1=O (stereo not given)	101	4	100	x	98	10	97	3.1	6	98	98
N#CCCN(Cc1cccnc1)C(=S)NC(=O)c1ccco1	105	1	101	1	100	28	96	0.6	22	98	102
Cc1c(NC(=O)CSc2n[nH]c(-c3ccccc3)n2)c(=O)n(-c2ccccc2)n1C	103	17	101	x	103	13	98	-0.4	7	100	102
CCC(=O)N(Cc1cc2cc(OC)ccc2[nH]c1=O)c1cc(C)ccc1C	102	2	105	x	104	21	100	0.7	0	103	103
CCOc1cc(CNCCO)cc(Br)c1OCc1ccccc1Cl	100	3	103	x	101	17	96	0.9	22	105	101
C/C(=N/NC(=O)CSCc1ccc(Cl)cc1)c1cccc(NC(=O)c2ccccc2)c1	96	3	98	x	97	13	97	0.2	1	96	97
CC(C)(C)c1ccc(S(=O)(=O)N2CCCCC2)cc1	102	11	101	-1	104	5	99	0.8	7	99	98
CC(=O)c1cc(-c2ccc(F)cc2)n(CCC(=O)Nc2cc(C)[nH]n2)c1C	101	42	100	-18	106	27	98	2.4	-4	101	101
N#C/C(=C\c1ccccc1)c1nc2ncccc2[nH]1	103	5	96	21	96	17	100	0.7	8	96	102
S=c1[nH]nc(-c2cnccn2)n1-c1ccccc1	97	-1	92	x	90	7	91	-0.1	15	91	91
O=C(CSc1ncc(C(F)(F)F)cc1Cl)N1CCN(S(=O)(=O)c2ccc(Cl)cc2)CC1	89	4	92	x	92	5	87	1.5	-19	95	89
CCOc1cc(Br)c(C=O)cc1OCC	94	0	94	-13	94	27	95	-0.3	-7	91	93
CCc1ccc(C2c3[nH]c4ccccc4c3CCN2C(=O)c2cc(C)nn2C)cc1 (stereo not given)	89	-1	92	1	94	12	94	-0.1	-20	93	91
O=C1c2cccc3c([N+](=O)[O-])ccc(c23)C(=O)N1c1ccc(Cl)cn1	98	8	99	0	101	11	97	2.1	18	100	100
c1ccc2c(N3CCCCC3)nc(N3CCOCC3)nc2c1	110	1	99	-7	99	6	96	0.4	6	96	99

9 entries from above, arranged by molar mass, largest number first.
SMILES	Rab7 wt modul	ABCG2 block	HRas wt GTP	Pf gametocyte	Rac1 wt GTP bind	Avidin fluor	Rac1 act GTP bind	ABCB1 block	Mcl1 Noxa PPI	Cdc42 wt GTP	Rab2A wt mod
O=C(CSc1ncc(C(F)(F)F)cc1Cl)N1CCN(S(=O)(=O)c2ccc(Cl)cc2)CC1	89	4	92	x	92	5	87	1.5	-19	95	89
COCC(C)n1c(SCC(=O)NC(=O)Nc2ccc3c(c2)OCCO3)nc2ccccc2c1=O (stereo not given)	101	4	100	x	98	10	97	3.1	6	98	98
Cc1c(NC(=O)CSc2n[nH]c(-c3ccccc3)n2)c(=O)n(-c2ccccc2)n1C	103	17	101	x	103	13	98	-0.4	7	100	102
CCc1ccc(C2c3[nH]c4ccccc4c3CCN2C(=O)c2cc(C)nn2C)cc1 (stereo not given)	89	-1	92	1	94	12	94	-0.1	-20	93	91
CCC(=O)N(Cc1cc2cc(OC)ccc2[nH]c1=O)c1cc(C)ccc1C	102	2	105	x	104	21	100	0.7	0	103	103
O=C1c2cccc3c([N+](=O)[O-])ccc(c23)C(=O)N1c1ccc(Cl)cn1	98	8	99	0	101	11	97	2.1	18	100	100
c1ccc2c(N3CCCCC3)nc(N3CCOCC3)nc2c1	110	1	99	-7	99	6	96	0.4	6	96	99
CC(C)(C)c1ccc(S(=O)(=O)N2CCCCC2)cc1	102	11	101	-1	104	5	99	0.8	7	99	98
S=c1[nH]nc(-c2cnccn2)n1-c1ccccc1	97	-1	92	x	90	7	91	-0.1	15	91	91

Remaining list, next part:
SMILES	Rab7 wt modul	ABCG2 block	HRas wt GTP	Pf gametocyte	Rac1 wt GTP bind	Avidin fluor	Rac1 act GTP bind	ABCB1 block	Mcl1 Noxa PPI	Cdc42 wt GTP	Rab2A wt mod
COc1ccc(NC2CC(=O)N(c3cccc([N+](=O)[O-])c3)C2=O)cc1 (stereo not given)	98	1	99	4	96	7	95	1.0	12	94	96
Cc1ccccc1OCC(=O)NCC(=O)N/N=C/C=C/c1ccccc1	94	18	96	x	96	6	97	0.4	20	93	96
O=C(O)CCCN=C1NC2(CCCC2)Cc2ccccc21	98	-1	103	-7	105	8	101	-0.1	-5	105	101
COc1ccc(CN2CCNC(=O)C2CC(=O)N(C)Cc2ccccn2)cc1OC (stereo not given)	95	2	95	-4	96	11	95	0.3	1	95	96
CCn1c2ccccc2c2cc(NC(=O)C/C(C)=N/NC(=O)c3ccccc3N)ccc21	97	1	88	x	86	26	90	0.4	1	84	94
CCN(CC)C(=O)C1CCCN(c2ccc([N+](=O)[O-])cc2[N+](=O)[O-])C1 (stereo not given)	102	5	96	-15	96	10	95	1.2	13	95	99
O=C(Nc1ccccn1)c1ccc(S(=O)(=O)c2ccc(Cl)cc2)cc1	102	0	95	-1	98	11	95	-0.1	-13	96	97
Cc1ccc(NC(=O)CCl)c(C)c1	99	9	95	-14	102	10	96	1.4	16	96	96
CC(C(=O)Nc1ccc(S(=O)(=O)N2CCOCC2)cc1)N1CCN(c2ccccn2)CC1 (stereo not given)	105	3	97	10	98	21	93	-0.1	26	93	97
COc1ccc(C(=O)NCCNc2ccc([N+](=O)[O-])cc2)cc1	108	9	99	-30	102	5	97	0.2	0	95	102
CC(=O)Nc1ccc(NC(=O)c2ccc(-n3c(C)ccc3C)cc2)cc1	99	-26	99	x	102	8	97	-7.7	15	102	100
COc1ccc2cc(CN(CC3COCCO3)S(=O)(=O)c3ccc(Cl)cc3)c(=O)[nH]c2c1 (stereo not given)	105	1	105	5	108	35	102	0.4	-46	107	104
COc1ccc(C(=O)NC(=S)NC2CCSC2=O)cc1 (stereo not given)	100	17	101	-2	106	15	101	0.8	13	103	98
NC(=O)c1nsc(C(=O)N(CC(=O)NCc2ccc3c(c2)OCO3)C2CCCC2)c1N	97	2	100	-10	100	33	98	0.6	-1	99	97
Cc1onc(-c2ccccc2Cl)c1C(=O)Nc1nnc(-c2ccc(Cl)cc2Cl)s1	92	0	95	x	97	5	92	-0.7	0	93	93
S=c1[nH]nc(-c2cccnc2)n1/N=C/c1ccco1	101	0	93	-14	93	11	94	-0.3	12	94	95
O=C(CN1C(=O)NC2(CCCCCC2)C1=O)Nc1ccc2c(c1)CCC2	98	0	93	10	92	12	91	-0.3	-2	91	95
N#Cc1ccccc1OCCCNC1CCCC1	108	0	99	-11	103	10	96	0.0	12	100	101
COc1ccc(C2=NN(C(=O)CSc3ncccn3)C(c3ccc(C)cc3)C2)cc1 (stereo not given)	100	28	97	12	103	26	98	2.2	4	97	99
CCOc1ncccc1C(=O)N(CC)CC(=O)Nc1ccc(NC(C)=O)cc1	98	3	103	-5	101	16	102	0.1	24	102	102
CC1=NN(c2ccc(C(=O)OC(C)C)cc2)C(=O)/C1=C\C=C\c1ccco1	99	-2	100	4	100	6	96	0.1	13	99	98
C/C(=N/O)c1c(O)c(C)c(-c2ccccc2)n(-c2ccccc2)c1=O	92	9	94	x	94	10	93	0.3	17	95	92
Nc1n[nH]c(-c2ccc(Br)cc2)c1Cl	97	0	102	x	103	6	99	0.2	1	102	100
c1ccc(CO/N=C(\c2ccc(C3CC3)nc2)C2CC2)cc1	95	-4	95	x	94	3	96	-1.8	17	94	95
O=C1CCC(C(=O)Nc2cccc(Oc3ccccc3)c2)=NN1	97	6	97	19	97	27	97	0.5	2	94	94
COc1cc(NC(=O)COc2ccc(F)cc2)nc(OC)n1	101	3	102	-7	104	20	99	0.4	13	104	101
COc1ccc(CNC(=O)C2=C(C)C(=O)OC23CCC(C)CC3)cc1 (stereo not given)	103	2	103	x	108	6	101	0.5	9	100	100
Cc1cc(C)c2c(n1)nn1c(NCCCN(C)C)cc(C)nc21	100	0	102	-12	101	5	99	-0.1	23	102	100
CC(=O)c1cnc(SCc2ccc(Cl)cc2)nc1C	97	13	96	11	99	7	94	1.6	-3	96	97
CCn1c(SCC(=O)Nc2nccs2)nnc1-c1ccc(C)cc1	97	2	98	x	103	8	99	0.5	-13	100	97
COc1ccc2cc(C(=O)O)ccc2c1	98	2	99	8	99	9	98	0.7	13	100	98
C/C(=N\NC(=O)c1ccccc1O)C1C(=O)c2ccccc2C1=O	100	0	99	-162	99	7	98	-0.2	66*	100	99
Cc1cc(N2CCC(C)CC2)nc(NCc2ccccc2)n1	99	-1	100	x	104	5	97	0.1	18	101	100
CC1CCCN(C(=O)COc2ccc(NC(=O)c3cccs3)cc2)C1 (stereo not given)	103	10	92	-16	96	5	94	0.4	19	91	96
COC(=O)c1cc(=O)n(Cc2ccc(OC)cc2)c(=NCc2ccc(OC)cc2)s1	101	7	98	12	98	13	96	1.9	4	97	95
c1ccc2oc(-c3[nH]ncc3CN(Cc3ccncc3)CC3CCCO3)cc2c1 (stereo not given)	105	4	101	16	99	12	96	0.6	5	99	101
CC(NC(=O)c1ccccc1NC(=O)c1ccco1)c1ccccc1 (stereo not given)	97	8	99	6	96	28	98	0.9	-12	101	99
CCC(C)C(=O)Nc1nnc(SCC(=O)NC(C)(C)C)s1 (stereo not given)	109	2	102	-24	99	26	96	-0.1	-1	97	99
OC1(c2cccnc2)CCN(Cc2nnnn2C2CCCCC2)CC1	95	0	103	x	103	15	101	0.3	35	104	104
O=C(NCc1ccccn1)c1ccc(COc2ccc(Cl)cc2)o1	94	12	94	x	88	11	90	0.5	x	93	93
CCCS(=O)(=O)N1CCCC(C(=O)NCCc2ccc(Cl)cc2)C1 (stereo not given)	99	4	102	x	101	8	98	0.9	0	103	101
